Screening data from PubChem BioAssay.
SUMO1-SIM PPI = alters human SUMO1 binding to SIM partners; inhibition, % at 20 µM; AID 602429; 0.33% of 360,000 active; SUMO1 binding to a labelled peptide, TR-FRET, 1 h; in the data active = inhibition above about 37%
CendR NRP1 mod = modulators of CendR peptide binding to human neuropilin-1; O14786; FAM-RPARPAR peptide binding to NRP-1, fluorescence polarization; inhibition, % at 25 µM; 0.85% of 360,000 active;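 active = inhibition or corrected inhibition above about 18%, plus a signal ratio from 0.5 to 1.5, limit read from the data, passing the limit was not always enough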; note: strong numbers were not always called active
Target sequence (O14786 whole entry, looked up): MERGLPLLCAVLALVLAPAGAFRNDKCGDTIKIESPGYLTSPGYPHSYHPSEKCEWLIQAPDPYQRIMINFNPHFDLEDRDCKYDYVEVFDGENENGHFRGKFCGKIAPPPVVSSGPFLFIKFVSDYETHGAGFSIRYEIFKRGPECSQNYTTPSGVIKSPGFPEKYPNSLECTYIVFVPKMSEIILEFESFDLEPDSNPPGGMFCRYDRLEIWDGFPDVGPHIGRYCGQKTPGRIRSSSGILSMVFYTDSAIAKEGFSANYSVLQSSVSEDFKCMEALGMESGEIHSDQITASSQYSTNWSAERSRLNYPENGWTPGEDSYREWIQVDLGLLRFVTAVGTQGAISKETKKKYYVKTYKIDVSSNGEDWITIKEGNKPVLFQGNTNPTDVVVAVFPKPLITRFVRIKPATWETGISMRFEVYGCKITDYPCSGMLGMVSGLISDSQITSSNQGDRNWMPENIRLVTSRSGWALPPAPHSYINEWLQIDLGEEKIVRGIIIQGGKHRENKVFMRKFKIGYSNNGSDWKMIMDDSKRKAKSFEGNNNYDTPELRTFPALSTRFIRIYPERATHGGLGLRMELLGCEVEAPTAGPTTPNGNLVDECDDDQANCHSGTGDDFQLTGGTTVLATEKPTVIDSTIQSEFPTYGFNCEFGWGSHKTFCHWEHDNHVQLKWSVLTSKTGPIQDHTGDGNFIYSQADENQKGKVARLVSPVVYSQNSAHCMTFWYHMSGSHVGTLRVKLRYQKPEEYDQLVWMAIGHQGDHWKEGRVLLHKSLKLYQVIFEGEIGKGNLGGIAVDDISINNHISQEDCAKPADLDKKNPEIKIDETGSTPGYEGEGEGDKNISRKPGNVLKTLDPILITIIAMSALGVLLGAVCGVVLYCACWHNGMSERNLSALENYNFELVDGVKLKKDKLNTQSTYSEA
LMPTP block = blocks human LMPTP phosphatase; 0.22% of 360,000 active; recombinant LMPTP-A, OMFP fluorogenic substrate, fluorescence intensity; inhibition, % at 20 µM; P24666;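 active = compounds that cut the enzyme signal by at least half of the control window in the single-dose screen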;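 note: plate controls were DMSO wells with enzyme plus substrate for no effect and substrate without enzyme for full effect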
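Buffer or medium: Bis-Tris pH 6.0, DTT, detergent; Assay system: LMPTP-A enzyme; Quantity: 0.625 nM enzyme; Detection: endpoint fluorescence intensity; Times: 50 min dark incubation at room temperature; Controls: substrate-only low control, DMSO enzyme-plus-substrate high control; Doses: single 20 µM dose; Read-out: percent inhibition versus substrate-only and uninhibited controls; Reagent: 400 µM OMFP.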
bovine MsrA act = activators of bovine methionine sulfoxide reductase A | 0.3% of 360,000 active | purified bovine MsrA, absorbance read-out | activation, % at 10.6 µM; in the data active = activation above about 7.5%;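 note: 0% = vehicle and 100% = reference activator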
Tb MetRS inh = Trypanosoma brucei MetRS inhibition; inhibition, % at 11.9 µM; 0.4% of 360,000 active; purified T. brucei MetRS, ATP depletion, Kinase-Glo luminescence; AID 624268;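 active = inhibition above a per-plate cutoff of the control wells' mean inhibition plus 3 SD, cut at about 5.5% in these data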;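 note: 0% = DMSO wells median and 100% = median of wells with control inhibitor compound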
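Assay system: T. brucei methionyl-tRNA synthetase, purified | Medium: HEPES buffer with MgCl2, KCl, DTT, spermine, BSA, pyrophosphatase | Compound: 11.9 µM single point | Incubation: 15 min enzyme-compound preincubation, 2 h reaction, 10 min detection, 25 °C | Measured by: Kinase-Glo luciferase luminescence reporting remaining unconsumed ATP | Measure: % inhibition normalized to control-well medians | Replication: Singlicate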
STEP block = STEP (human) phosphatase inhibition. P54829. recombinant STEP, OMFP fluorogenic substrate, fluorescence. inhibition, % at 20 µM. 0.25% of 360,000 active;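 active = inhibition at 20 µM, scaled per plate between control wells, above about 37%, limit read from the data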;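 note: 0% = DMSO with enzyme and substrate and 100% = substrate only without enzyme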
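System: isolated STEP enzyme; schedule: 20 min enzyme reaction at room temperature, protected from light; medium: Bis-Tris buffer pH 6.0, 2.5 mM DTT, 0.005% Tween 20; signal: fluorescence, 480/540 nm; dosing: single compound dose of 20 µM, 1% DMSO final; also added: OMFP substrate, 25 µM final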
DNMT1 inh = DNMT1 (human) enzyme inhibition. P26358. DNMT1 molecular beacon, Hinp1I cleavage, fluorescence. inhibition (reported as % activation of signal), % at 10 µM. 0.83% of 360,000 active. AID 588458; in the data active = inhibition above about 50%
MsrA inhibitor = inhibitors of bovine MsrA; purified bovine MsrA, absorbance read-out; inhibition, % at 15.5 µM; 0.75% of 360,000 active; AID 651718; in the data active = inhibition above about 4.5%;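 note: 0% = vehicle wells with enzyme and 100% = reference inhibitor wells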
E coli Lon inh = inhibits E. coli Lon protease; inhibition, % at 7.94 µM; 0.42% of 360,000 active; AID 602123; P0A9M0; purified E. coli Lon protease, fluorescence polarization; in the data active = inhibition above about 13%, passing the limit was not always enough;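 note: 0% = enzyme with probe and DMSO and 100% = no enzyme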
Scp1 inh = Scp-1 (human) phosphatase inhibition. Recombinant Scp1, phosphopeptide, malachite green phosphate absorbance. AID 493091. inhibition, % at 20 µM. 0.88% of 340,000 active;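 active = inhibition above about 50% at 20 µM, limit read from the data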;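 note: plate controls were DMSO wells with enzyme for no effect and wells lacking enzyme for full effect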
Target sequence (Q9GZU7 76-261 limits assumed): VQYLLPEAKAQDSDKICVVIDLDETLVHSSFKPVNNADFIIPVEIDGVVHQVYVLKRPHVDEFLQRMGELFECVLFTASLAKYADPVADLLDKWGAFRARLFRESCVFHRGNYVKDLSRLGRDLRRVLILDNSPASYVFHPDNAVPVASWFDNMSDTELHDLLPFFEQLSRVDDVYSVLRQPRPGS
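Test system: SCP-1 phosphatase catalytic domain, residues 76-261 | Compound dosing: One concentration, 20 µM, with 1.0% DMSO | Schedule: 45 min room-temperature reaction, 5 min colour, 30 min stabiliser | Detection: Absorbance at 630 nm | Read-out basis: % inhibition of SCP-1 phosphate liberation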
Numbers without * were called inactive; · = no result given.

Every second line gives: SUMO1-SIM PPI	CendR NRP1 mod	LMPTP block	bovine MsrA act	Tb MetRS inh	STEP block	DNMT1 inh	MsrA inhibitor	E coli Lon inh	Scp1 inh
CCN(CC)N=Nc1ccc(S(=O)(=O)Nc2c(C)n(C)n(-c3ccccc3)c2=O)cc1
    2	9	-1.2	-4	-0.5	0	38	0.9	-3	-5
CCOc1ccc(S(=O)(=O)NCCC(=O)NCCOc2ccccc2)cc1
    2	5	-1.2	-3	-0.5	-2	-4	1.7	-20	-3
CCC(C)(C)NC(=O)CN(C(=O)C(=O)Nc1ccc2c(c1)OCCO2)C(C)(C)CC
    3	8	-0.4	-1	-0.3	0	2	0.7	-1	-13
Cc1csc(NC(=O)CSCC(=O)Nc2ccccc2)n1
    -1	0	-0.5	-12	-1.6	-4	3	0.6	-6	1
CCNC(=O)CC1C(=O)N(c2ccc(OC)cc2)C(=S)N1CCc1ccncc1 (centres undefined)
    -1	-7	-1.4	-3	-0.3	-1	2	·	-5	·
CCOC(=O)Cn1nnnc1CN(Cc1ccc(OC)cc1)Cc1cc2cc(C)cc(C)c2[nH]c1=O
    6	22	0.2	-8	-0.6	-3	4	-0.6	-4	0
O=C(/C=C/c1cccs1)Nc1ccc(S(=O)(=O)Nc2ncccn2)cc1
    -13	-13	0.5	-7	-0.4	0	12	4.7*	-10	4
CCOC(=O)C[C@H]1c2ccc(C(F)(F)F)cc2S(=O)(=O)N1Cc1ccccc1
    3	7	-0.8	-3	0.3	0	1	-0.9	0	1
COc1cccc(CN2CCN(CC(=O)NCCc3ccccc3)CC2)c1
    7	5	0.1	-6	-2.3	0	-2	-0.6	-7	15
O=c1[nH]c2c(oc3ccccc32)c(=O)n1Cc1ccccc1
    -3	1	-1.7	-1	-0.3	0	6	-0.4	-2	-5
COc1ccc(/C=N/NC(=O)C2CC2)c(OC)c1OC
    -2	5	-0.9	1	0.0	2	2	0.9	-7	1
CCn1c(C(O)c2ccc(C)cc2)nc2ccccc21 (centres undefined)
    0	-5	-0.3	-3	-0.8	0	2	0.5	3	-5
COc1ccc(-c2cnc3c(c2)C(=O)N([C@H](C)CO)C[C@H](C)[C@H](CN(C)C(=O)Cc2cccnc2)O3)cc1
    -1	-1	-0.3	-8	-1.5	3	4	1.0	-2	·
O=C(/C=C/c1ccc(F)cc1)NCc1ccco1
    -7	3	-1.7	3	1.3	2	23	0.6	-2	-6
CCCCCN(C(=O)CCC(=O)OC(C)C(=O)c1ccc(CC)cc1)c1c(N)n(CCCC)c(=O)[nH]c1=O (centres undefined)
    -3	-2	-2.2	0	-0.4	1	-1	-0.1	-5	-5
CC(NS(=O)(=O)c1ccc(F)cc1)C(c1cccs1)N1CCOCC1 (centres undefined)
    1	5	-2.2	-6	-0.3	-1	-2	0.7	4	-9
O=c1c(-c2ccnn2-c2ccccc2F)cnc2n1CCS2
    -3	-1	-0.9	-3	-0.3	-3	-3	1.0	-13	-2
C[C@@H]1CN(C(=O)c2ccc(OC3CCN(S(=O)(=O)N(C)C)CC3)cc2)C[C@H](C)O1
    2	16	-0.2	-3	-0.4	3	-2	-0.6	2	4
CC(C)CC(=O)NC1(C(F)(F)F)NC(=O)N(c2ccccc2)C1=O (centres undefined)
    2	16	-1.0	-2	0.3	11	-1	0.9	7	16
COc1ccc(CC(=O)Oc2ccc(C(C)C)cc2)cc1S(=O)(=O)N1CCOCC1
    3	-1	0.2	0	-0.3	5	-2	-0.5	-14	-8
COc1ccc([N+](=O)[O-])cc1NC(=O)CS(=O)(=O)c1ccc(C)cc1
    -15	9	0.0	-7	-0.7	-1	1	0.2	-10	-2
Cc1cccc(NC(=O)c2sc3nc4c(c(-c5ccco5)c3c2N)CCC4)c1
    8	-43	3.6	-11	-1.3	0	-16	0.5	-5	3
O=C(CSc1nnc(Cn2cnc3ccccc32)o1)c1ccccc1
    0	2	-1.5	-1	0.9	0	0	-0.5	8	-4
Cn1cc(S(=O)(=O)N2CCOCC2)cc1C(=O)NCc1ccc(Cl)cc1
    -1	2	-1.2	-2	36*	0	-1	0.1	2	-9
CCCCn1c(CCC(=O)O)nc2cc(S(=O)(=O)N(CC)CC)ccc21
    1	-41	-0.7	-3	-0.3	-1	-5	0.3	0	-5
COc1ccc(OC)c(N=Cc2c(O)c3ccccc3oc2=O)c1
    -7	-78	-1.0	-3	-1.2	-7	-4	0.5	-11	-5
CCOC(=O)C1CCN(S(=O)(=O)c2ccc(OCC(=O)OC)cc2)CC1
    1	-22	-0.2	-1	-0.5	-2	3	-0.2	4	-7
COc1ccccc1CNC(=O)COc1ccccc1C(=O)c1cnn(-c2ccccc2)c1
    -3	-5	2.2	-3	0.9	2	-7	0.7	-1	-8
O=C(N/N=C/c1cc([N+](=O)[O-])ccc1O)/C(=C\c1cccs1)NC(=O)c1ccccc1
    -12	-6	2.4	-3	0.0	1	-2	4.3	4	-8
COc1ccccc1N1CCN(C(=O)CCCN2C(=O)c3cccc4cccc(c34)C2=O)CC1
    -24	1	0.9	-3	0.6	2	-3	1.6	11	-5
O=C(Nc1cccc(S(=O)(=O)NC2=NCCC2)c1)c1cc(-c2ccccn2)nc2ccccc12
    -14	-3	0.2	-3	-0.1	-2	-3	1.3	-2	9
O=C(c1ccccc1-c1ncc[nH]1)N1CCCC(Nc2ccc(F)cc2)C1 (centres undefined)
    1	6	0.5	-2	-0.3	-2	0	-1.1	3	0
Cc1cc(OC(C)C(=O)NCc2cccnc2)c2c(C)c(C)c(=O)oc2c1 (centres undefined)
    -1	2	0.3	-3	0.0	2	0	-0.7	3	-1
O=c1[nH]c(C2CCN(S(=O)(=O)c3cccc([N+](=O)[O-])c3)CC2)nc2c1nnn2Cc1ccccc1
    -12	3	0.3	-2	-1.0	-2	-1	-1.7	8	-8
COc1ccc(NC(=S)NC(=O)/C=C/c2ccco2)c(OC)c1
    -14	-16	0.6	-8	-1.1	-1	-5	2.6	4	-3
CN(Cc1cccc(Cl)c1Cl)C(=O)c1cccc(S(=O)(=O)N2CCN(Cc3ccccc3)CC2)c1
    5	7	4.5	-4	-0.1	1	-3	-0.3	-3	-5
CC(=O)c1ccc(S(=O)(=O)NCCOc2ccccc2)cc1
    4	0	0.1	-2	-0.3	1	4	0.1	5	·
Cc1ccc(N2CC(O)Cn3c2nc2c3c(=O)[nH]c(=O)n2C)cc1 (centres undefined)
    4	2	-1.0	1	-0.2	1	-2	0.8	2	0
Cc1cccc(C(=O)NCC(=O)OCc2nnc(-c3ccccc3)o2)c1
    5	-2	-0.2	-3	-0.4	0	-1	1.4	4	-8
COc1ccc(CCNC(=O)CSCc2ccc(C)cc2)cc1OC
    1	-2	-1.0	-4	-0.2	-16	-1	3.0	-5	-7
CC1(C)Cc2ccccc2-c2nc(CN3CCOCC3)[nH]c(=O)c21
    2	0	-1.2	-2	-0.1	-1	0	1.1	-2	-6
O=C(NCc1ccc2c(c1)OCO2)c1ccc(Br)cc1
    -2	2	-0.9	-2	-0.4	-2	1	0.8	-4	-1
CC1(Cc2cccc(C(N)=O)c2)C(=O)Nc2c(Cl)cccc21 (centres undefined)
    -4	-5	-0.4	-2	-0.1	-1	1	0.5	6	·
CC(C)CC(c1nnnn1C(C)C)N1CCN(c2cccc(Cl)c2)CC1 (centres undefined)
    1	20	0.4	-3	-0.4	7	1	-1.4	2	-7
CCC(CC)C(=O)Nc1cc(C(=O)OC)ccc1C(=O)OC
    -3	-1	-1.1	-4	-0.3	2	1	0.6	-5	-7

Entries above with a CF3 group, in the order listed:
Every second line gives: SUMO1-SIM PPI	CendR NRP1 mod	LMPTP block	bovine MsrA act	Tb MetRS inh	STEP block	DNMT1 inh	MsrA inhibitor	E coli Lon inh	Scp1 inh
CCOC(=O)C[C@H]1c2ccc(C(F)(F)F)cc2S(=O)(=O)N1Cc1ccccc1
    3	7	-0.8	-3	0.3	0	1	-0.9	0	1
CC(C)CC(=O)NC1(C(F)(F)F)NC(=O)N(c2ccccc2)C1=O (centres undefined)
    2	16	-1.0	-2	0.3	11	-1	0.9	7	16

(next part)
Every second line gives: SUMO1-SIM PPI	CendR NRP1 mod	LMPTP block	bovine MsrA act	Tb MetRS inh	STEP block	DNMT1 inh	MsrA inhibitor	E coli Lon inh	Scp1 inh
CCN1C(=O)[C@H]2[C@@H](c3ccc(-c4ccc(Cl)c(Cl)c4)cc3)N[C@@](C)(C(=O)OC)[C@H]2C1=O
    -2	8	2.9	-3	-0.3	0	-3	0.0	7	-2
O=C(C1COc2ccccc2O1)N1CCc2ccccc2C1 (centres undefined)
    0	5	0.8	-2	0.0	0	-6	-0.3	0	-16
CCn1cc(CN(C)C(=O)CSc2nc(-c3ccco3)cc(C(F)(F)F)n2)c(C)n1
    -9	0	1.5	0	0.7	-3	-2	1.8	0	1
COc1ccc(C2c3ccc(O)cc3Oc3ncn(CCN4CCOCC4)c(=N)c32)cc1OC (centres undefined)
    -2	54	3.4	-4	0.0	5	1	1.2	2	-4
COCCn1c(-c2ccc(Cl)cc2)nc2oc3cc(OC)ccc3c(=O)c2c1=O
    7	-6	-1.9	-3	-0.3	1	-3	1.5	-5	-3
O=C(Nc1cccc(-n2cnnn2)c1)c1ccncc1
    -4	9	-1.4	-3	-0.7	-2	0	-0.4	9	6
COc1ccc(C2SCC(=O)N2C)cc1 (centres undefined)
    0	2	-2.2	-7	-1.6	-3	1	-0.3	-7	0
Cc1cccc(C)c1N1CCc2cn[nH]c21
    0	-1	-1.3	-1	0.3	2	-2	0.3	0	-6
CC(=O)OC[C@]12CC[C@H]3[C@@](C)(CC[C@H]4C(C)(C)CCC[C@]34C)[C@@H]1CC(C1=CC(=O)OC1O)O2 (some centres undefined)
    74*	-132	4.1	-5	0.1	1	58*	0.4	3	·
CCOC(=O)Nc1ccc(S(=O)(=O)NCCCN2CCOCC2)cc1
    2	9	-3.9	-11	-0.5	-3	11	-0.9	-1	7
CC1=C(C(=O)OCC(C)C)C(c2ccsc2)NC(=O)N1 (centres undefined)
    1	-8	-2.1	-8	-0.3	3	5	-0.7	-13	0
COC(=O)C[C@H]1c2cc(F)cc(F)c2S(=O)(=O)N1C1CCN(Cc2ccccc2)CC1
    4	27*	1.1	3	0.2	-1	-1	-0.1	-19	-1
CCN(CC)C(=O)CSC1=Nc2ccccc2C2=NC(c3ccccc3)C(=O)N12 (centres undefined)
    -1	-13	-1.1	0	0.0	-1	-7	0.4	3	9
COc1ccccc1NC(=S)NC12CN3CN(CN(C3)C1)C2
    -1	6	-4.7	-2	-0.5	1	-2	1.9	3	-9
